UGM FP inh: M. tuberculosis UGM enzyme inhibitors, primary screen, biochemical, fluorescence polarization, single point; UDP-galactopyranose mutase (Mycobacterium tuberculosis (strain ATCC 25618 / H37Rv)), …; purified UGM, fluorescence polarization probe displacement; inhibition, % at 10 µM; actives 0.06% (n = 320,000); AID 504406, 2011; in the data active = inhibition above about 10%, passing the limit was not always enough; inconclusive = no clear call, values can overlap the other calls
Target sequence (P9WIQ1 whole entry, looked up): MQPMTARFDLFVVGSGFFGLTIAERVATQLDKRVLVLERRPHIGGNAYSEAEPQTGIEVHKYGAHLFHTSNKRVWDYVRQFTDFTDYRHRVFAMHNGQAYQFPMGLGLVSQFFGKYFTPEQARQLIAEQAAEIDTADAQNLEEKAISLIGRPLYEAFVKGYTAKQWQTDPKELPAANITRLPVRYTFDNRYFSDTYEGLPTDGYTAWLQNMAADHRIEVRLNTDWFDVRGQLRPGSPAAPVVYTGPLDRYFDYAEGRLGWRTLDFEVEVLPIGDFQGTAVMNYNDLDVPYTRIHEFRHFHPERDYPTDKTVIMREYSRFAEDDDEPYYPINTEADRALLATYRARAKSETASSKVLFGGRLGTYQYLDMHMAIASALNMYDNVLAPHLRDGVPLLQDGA
Mtb FBA inh: Mtb FBA enzyme inhibitors, primary screen, biochemical, fluorescence, strain H37Rv. Fructose-bisphosphate aldolase (Mycobacterium tuberculosis (strain ATCC 25618 / H37Rv)), …. purified M. tuberculosis FBA, fluorescence read-out. inhibition, % at 1 µM. actives 2.3% (n = 360,000). AID 588726, 2011; in the data active = inhibition above about 27%;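 also: 0% = vehicle and 100% = reference inhibitor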
Target sequence (P9WQA3 whole entry, looked up): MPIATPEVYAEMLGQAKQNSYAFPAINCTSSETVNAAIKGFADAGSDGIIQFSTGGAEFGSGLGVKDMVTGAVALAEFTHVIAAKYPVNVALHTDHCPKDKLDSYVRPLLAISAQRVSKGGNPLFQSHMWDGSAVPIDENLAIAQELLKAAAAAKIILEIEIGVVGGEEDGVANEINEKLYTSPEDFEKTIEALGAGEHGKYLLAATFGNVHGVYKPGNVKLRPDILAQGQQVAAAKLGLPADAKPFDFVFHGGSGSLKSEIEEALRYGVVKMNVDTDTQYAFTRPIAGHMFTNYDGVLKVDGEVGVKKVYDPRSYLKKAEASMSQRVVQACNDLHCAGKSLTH
GDH-TPI inh: GDH-TPI coupling enzyme inhibitors, primary screen, artefact control for M. tuberculosis FBA inhibitor project, biochemical, absorbance, full deck; inhibition, % at 4.8 µM; GDH-TPI coupled enzyme counterscreen, NADH absorbance; actives 1.2% (n = 360,000); in the data active = inhibition above about 30%;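 also: 0% = DMSO wells and 100% = wells lacking the enzyme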
PfHsp40 yeast: rescue of yeast from PfHsp40 toxicity, primary screen, S. cerevisiae, ATP luminescence; S. cerevisiae expressing PfHsp40, growth rescue; growth rescue, % at 12.5 µM; actives 0.68% (n = 340,000); in the data active = growth rescue above about 28%, passing the limit was not always enough; inconclusive = no clear call, values can overlap the other calls;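 also: yeast W303a lacking pdr1 and pdr3 grown in galactose medium; growth measured after three days at 30 °C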
BoNT A protease: BoNT/A light chain protease inhibitors, primary screen, biochemical, flow cytometry, MLPCN library | actives 0.17% (n = 360,000) | Botulinum neurotoxin type A light chain protease (Clostridium botulinum A str. ATCC 3502) | AID 588499, 2011 | multiplex microsphere protease substrate cleavage | inhibition, % at 10 µM; also: plate controls were buffer without enzyme for full effect and enzyme alone for no effect
Anthrax LF inh2: Bacillus anthracis LF protease inhibitors, primary screen, biochemical, multiplex microsphere, MLPCN library; Lethal factor (Bacillus anthracis), P15917; multiplex microsphere protease cleavage assay; inhibition, % at 10 µM; actives 0.12% (n = 360,000); also: plate controls were buffer without enzyme for full effect and enzyme alone for no effect
BoNT-F LC inh: BoNT/F light chain protease inhibitors, primary screen, biochemical, flow cytometry, MLPCN library | Multiplex microsphere protease cleavage assay | inhibition, % at 10 µM | actives 0.22% (n = 360,000) | AID 588497, 2011; in the data active = inhibition above about 35%, passing the limit was not always enough; inconclusive = no clear call, values can overlap the other calls; also: plate controls were buffer without enzyme for full effect and enzyme alone for no effect
FadD28 FP inh: inhibitors of FadD28 bisubstrate probe binding, primary screen, biochemical, fluorescence polarization, single point; Mycobacterium tuberculosis FadD28 fatty-acid-AMP ligase; actives 0.22% (n = 360,000); inhibition, % at 12.5 µM; in the data active = inhibition above about 8.5%, passing the limit was not always enough; inconclusive = no clear call, values can overlap the other calls
Mtb BioA inh: M. tuberculosis BioA enzyme inhibitors, primary screen, biochemical, plate reader, single point, HTS; 7,8-diaminopelargonic acid synthase BioA (Mycobacterium tuberculosis); purified M. tuberculosis BioA enzyme; inhibition, % at 9.99 µM; actives 0.096% (n = 360,000); AID 602481, 2012; in the data active = inhibition above about 40%; inconclusive = no clear call, values can overlap the other calls
Starred values were filed as active, the others as inactive; ? = inconclusive; . = no result given. Rule as the data show it, unless noted: active = inhibition above about 30%; inconclusive = no clear call, values can overlap the other calls; inactive = below that.

SMILES | UGM FP inh | Mtb FBA inh | GDH-TPI inh | PfHsp40 yeast | BoNT A protease | Anthrax LF inh2 | BoNT-F LC inh | FadD28 FP inh | Mtb BioA inh
CCCCCn1c(SCC(=O)c2ccccc2)nc2cc(C(=O)NCC3CCCO3)ccc2c1=O (stereo unspecified) | . | 4 | 4 | -0.4 | -0.4 | -3 | 3 | -1.4 | -0.7
O=C(Nc1ccc2c(c1)OCO2)Nc1ccc(F)cc1F | -0.6 | -2 | 1 | -0.1 | -5.1 | -6 | -12 | . | -1.1
CC(C)N(C)C(=O)c1ccc(OC2CCN(CCc3ccccc3)CC2)cc1 | 1.1 | -1 | 4 | 0.6 | -1.0 | -9 | -3 | -1.5 | .
COc1cc(C)nc(OCCNC(=O)COc2ccc(Cl)cc2C)n1 | -1.6 | -2 | -3 | 0.2 | 0.0 | -2 | -1 | -0.9 | -0.4
NNc1nc(-c2ccccc2)c2cc(Br)ccc2n1 | -0.2 | 0 | 7 | -0.6 | -0.8 | 7 | 1 | -1.3 | -0.3
O=C(CCNC(=O)c1ccccc1Cl)Nc1cccc(S(=O)(=O)N2CCCCC2)c1 | . | -3 | 1 | 1.3 | 3.0 | ? | 4 | -4.1 | 1.7
CN(C)S(=O)(=O)c1cccc(NC(=O)c2sccc2-c2ccccc2)c1 | 0.6 | -1 | 0 | 0.2 | 1.2 | 0 | 5 | -6.3 | 0.7
Cc1c(CNCCC2=CCCCC2)c(C(=O)O)c(C)n1Cc1ccccc1 | -0.6 | 1 | -4 | -1.5 | -0.5 | -1 | -4 | -2.6 | .
Cc1ccc(-n2ncc3c(SCc4cccc(C)c4)ncnc32)cc1 | -2.6 | 0 | 4 | -0.1 | 0.7 | 0 | -2 | -0.5 | .
COc1ccc(CC(=O)N/N=C(\C)c2cccnc2)cc1 | -0.1 | 0 | 2 | -0.9 | 1.1 | -2 | 0 | -2.9 | 5.1
CN1CC2(C)CN(C(c3ccccc3)c3ccccc3)CC(C)(C1)C2O (stereo unspecified) | 0.0 | 5 | 5 | 1.2 | -0.1 | -3 | 1 | -1.1 | 1.1
CCCc1cc(=O)[nH]c(SCC(=O)NC(=O)NC2CCCC2)n1 | -2.0 | -2 | 1 | -1.8 | -0.3 | 0 | -7 | -3.7 | 4.7
CCOC(=O)C1=C(C)N=C2c3ccccc3C(=O)C2C1c1ccc(C)cc1 (stereo unspecified) | 0.5 | -1 | 12 | -0.7 | -0.3 | -3 | -4 | 2.9 | 1.8
Cc1cccc(N2CCN(C(=O)Cc3ccccc3[N+](=O)[O-])CC2)c1C | 0.1 | 1 | 2 | 1.7 | 0.4 | 8 | -10 | -0.3 | 2.9
COc1ccc(OC)c(NC(=O)c2cc3n(n2)C(C(F)(F)F)CC(c2ccc4c(c2)OCO4)N3)c1 (stereo unspecified) | -0.2 | 3 | 15 | -0.5 | -0.9 | -3 | -2 | -0.7 | -6.9

Reprinted at random: four entries already listed.
SMILES | UGM FP inh | Mtb FBA inh | GDH-TPI inh | PfHsp40 yeast | BoNT A protease | Anthrax LF inh2 | BoNT-F LC inh | FadD28 FP inh | Mtb BioA inh
COc1ccc(OC)c(NC(=O)c2cc3n(n2)C(C(F)(F)F)CC(c2ccc4c(c2)OCO4)N3)c1 (stereo unspecified) | -0.2 | 3 | 15 | -0.5 | -0.9 | -3 | -2 | -0.7 | -6.9
Cc1cccc(N2CCN(C(=O)Cc3ccccc3[N+](=O)[O-])CC2)c1C | 0.1 | 1 | 2 | 1.7 | 0.4 | 8 | -10 | -0.3 | 2.9
COc1ccc(CC(=O)N/N=C(\C)c2cccnc2)cc1 | -0.1 | 0 | 2 | -0.9 | 1.1 | -2 | 0 | -2.9 | 5.1
CCCc1cc(=O)[nH]c(SCC(=O)NC(=O)NC2CCCC2)n1 | -2.0 | -2 | 1 | -1.8 | -0.3 | 0 | -7 | -3.7 | 4.7

(more compounds)
SMILES | UGM FP inh | Mtb FBA inh | GDH-TPI inh | PfHsp40 yeast | BoNT A protease | Anthrax LF inh2 | BoNT-F LC inh | FadD28 FP inh | Mtb BioA inh
COc1ccc(-c2[nH]ncc2CN(C)C(C)c2ccon2)c(OC)c1 (stereo unspecified) | -1.3 | 0 | 3 | 1.0 | -1.5 | -4 | 4 | -1.2 | 0.4
COCCN1C(=O)N[C@@H](c2cccc(F)c2)C(C(=O)OC)=C1C | 0.6 | -3 | 3 | -0.5 | 0.1 | 6 | 6 | 0.8 | 0.7
CCc1noc(C)c1C(=O)N1CCN(c2ccc([N+](=O)[O-])cc2)CC1 | . | -9 | 5 | . | 0.6 | -13 | -13 | -3.2 | -1.9
COc1ccc(/C=N/NC(=O)CN(C)S(=O)(=O)c2ccc(NC(C)=O)cc2)cc1 | 1.0 | -1 | -4 | -1.3 | 0.2 | 3 | 1 | -0.5 | .
COC(=O)C1=C(c2ccc3ccccc3c2)C[C@@H]2CC[C@H]1N2C(=O)NC1CC1 | -2.1 | 1 | 2 | -0.4 | -0.3 | 4 | -7 | -0.5 | 1.4
O=C1c2ccccc2-c2nc3ncnn3c(-c3ccccc3Cl)c21 | -3.7 | -5 | 8 | -0.8 | 0.4 | 1 | -2 | -4.2 | -0.8
COc1cc2nc(NC(=O)c3ccc(Cl)cc3)sc(=O)c2cc1OC | -2.0 | 5 | -6 | -1.1 | -2.9 | -2 | -13 | -0.5 | 8.7
O=C(COc1ccc(/C=N/NC(=O)c2ccncc2)cc1)Nc1ccccc1 | 0.9 | 1 | 10 | -1.7 | 2.9 | 13 | 19 | -4.9 | .
CC(C)(C)NCc1cc(Cl)ccc1OCc1cccs1 | 0.9 | 4 | 7 | 0.0 | 0.2 | -2 | -2 | -0.7 | -1.2
CCOC(=O)c1[nH]c(C)c(C(=O)Nc2cc(Cl)ccc2C)c1C | 0.3 | 0 | 2 | 0.2 | 0.8 | -1 | 9 | -0.7 | -5.9
O=[N+]([O-])c1ccc(N2CCN(C(=S)c3cccc([N+](=O)[O-])c3)CC2)cc1 | -3.0 | -8 | -8 | -1.1 | -0.7 | 3 | -1 | -3.9 | 0.7
N#CCc1ccc(NS(=O)(=O)c2ccc(N3CCCC3=O)cc2)cc1 | -0.1 | -1 | -5 | 0.6 | -0.7 | 0 | -10 | -2.5 | 0.2
COc1cc(C(=O)NCC2CCCO2)ccc1OCc1c(C)noc1C (stereo unspecified) | -1.8 | -3 | 1 | 0.7 | -0.6 | 4 | -25 | -0.9 | -2.0
CCOc1ccc(S(=O)(=O)N2CCOCC2)cc1NC(=O)CN1C(=O)NC(C)(c2ccccc2)C1=O (stereo unspecified) | 1.2 | 0 | 11 | 0.6 | . | . | . | -3.9 | -0.7
COc1ccccc1CNC(=O)COC(=O)/C=C/c1ccc(OC(F)F)c(OC)c1 | -0.1 | 5 | 4 | . | -0.4 | 0 | 5 | -2.9 | .
CN(CCc1ccccn1)S(=O)(=O)c1ccc(F)cc1 | 0.1 | 1 | -2 | 3.2 | 0.4 | -3 | -2 | -2.6 | -0.3
O=C(CCN1C(=O)/C(=C/c2ccccc2)SC1=S)Nc1ccccn1 | -1.2 | -1 | 13 | 0.2 | 1.9 | -3 | 4 | -1.8 | -0.9
CCOC(=O)C1=C(C)NC(=S)NC1c1ccc(-c2cccc(Cl)c2C)o1 (stereo unspecified) | 0.3 | 2 | 13 | 0.0 | 0.3 | -5 | 6 | -3.1 | -1.2
O=C(c1cc2ccccc2o1)N1CCN=C1SCc1cccc(F)c1 | 0.1 | -2 | -5 | 0.3 | -0.1 | -4 | -6 | -1.7 | -1.4
COc1ccc(NC(=S)N2CCN(Cc3ccc(C)cc3)CC2)cc1 | 1.2 | 0 | -2 | -1.3 | 0.1 | 3 | -8 | 0.6 | .
O=C(NC1CCOC1)c1ccc(OC2CCN(CCc3ccccc3)CC2)cc1 (stereo unspecified) | -1.0 | 1 | -6 | 0.5 | 0.5 | 7 | -3 | -4.1 | 2.0
COCCN(C(=O)COC(=O)CC(C)c1ccccc1)c1c(N)n(Cc2ccccc2)c(=O)[nH]c1=O (stereo unspecified) | 5.0 | 0 | 0 | -1.0 | -3.2 | 2 | -18 | -3.5 | .
CCOc1ccccc1OCc1nn2c(-c3ccc(C)cc3)nnc2s1 | -6.6 | 0 | -2 | 0.6 | 0.0 | -5 | 0 | 0.2 | -0.6
O=c1nc(N/N=C/c2c[nH]c3ccccc23)cn[nH]1 | 3.7 | -6 | 28 | -0.4 | -2.6 | -1 | -1 | -2.9 | .
CC1=C(C(=O)O)N2C(=O)[C@@H](NC(=O)CCCC(=O)O)[C@H]2SC1 | 1.5 | 0 | 5 | 0.1 | -0.6 | 8 | 0 | -0.2 | -1.3
O=C(Nc1ccc(S(=O)(=O)N2CCc3ccccc32)cc1)C(F)(F)F | -0.2 | 0 | -4 | 0.2 | -0.9 | -1 | -20 | -1.4 | 1.8
Cc1ccc(-c2csc(-c3c[nH]c4ccccc34)n2)cc1 | -0.9 | 0 | 0 | 13 | -0.3 | -7 | -2 | -2.8 | -1.4
CCCCN1CC(=O)N2[C@H]3c4ccccc4OC[C@@H]3[C@H](c3ccccc3)[C@]2(C)C1=O | 3.4 | -2 | 1 | 1.8 | 0.2 | -3 | 4 | -1.8 | -5.6
O=C(O)C1C2C=CC(C2)C1C(=O)NC1CCS(=O)(=O)C1 (stereo unspecified) | -2.6 | 2 | -5 | -0.4 | -0.8 | -3 | -9 | -3.7 | -0.6
O=C(c1cc(C2CCCCN2S(=O)(=O)Cc2ccccc2)on1)N1CCOCC1 (stereo unspecified) | . | 6 | -4 | . | -0.2 | 0 | -2 | 1.5 | 13
Cc1cc2sc(C(=O)O)c(C)c2s1 | -0.2 | 3 | -4 | 2.2 | -0.5 | 0 | -14 | -0.6 | -0.6
COc1ccc(S(=O)(=O)Nc2cc(C)c(O)cc2C(C)C)cc1 | -0.4 | -3 | -3 | -0.3 | 0.3 | -4 | 0 | -0.6 | 0.3
Cc1ccc2c(c1)C1CN(C)CCC1N2C(=O)Cn1nnc(-c2ccccc2F)n1 (stereo unspecified) | -1.0 | -2 | 1 | -0.5 | 1.1 | -11 | -8 | 1.1 | 0.8
Nc1ccccc1NC1=CC(=O)CC(c2ccco2)C1 (stereo unspecified) | -0.2 | -2 | -6 | -0.3 | -0.3 | -3 | -3 | -3.5 | 8.0
CCn1cc(CN(C)C(=O)CSc2nc(-c3ccco3)cc(C(F)(F)F)n2)c(C)n1 | -2.4 | -2 | 29 | 0.7 | -0.7 | -10 | -2 | 0.3 | .
CC(C)(C)n1cnnc1Sc1ccc([N+](=O)[O-])cn1 | -0.5 | -3 | 11 | 0.2 | ? | -12 | ? | -3.0 | -0.5
O=C(NCc1ccco1)c1ccc2sc([C@@H]3O[C@H](CO)[C@H](O)[C@H](O)[C@H]3O)nc2c1 | . | -1 | 0 | . | -0.2 | -1 | -2 | -2.4 | 1.0
N#CC1=C(SCc2ccccc2)NC(=O)CC1c1cccc(O)c1 (stereo unspecified) | -3.4 | 2 | 7 | 0.9 | -0.8 | -4 | -6 | 0.1 | -1.2
CCOC(=O)C1CCN(c2c(NCCCN3CCN(Cc4ccccc4)CC3)c(=O)c2=O)CC1 | -0.4 | 1 | -10 | -1.3 | -0.9 | -2 | -9 | -3.5 | 8.1
O=C(c1ccc(C(F)(F)F)cc1)N1CCC(=O)N(C(CO)Cc2ccccc2)CC1 (stereo unspecified) | 1.4 | 3 | 7 | 0.8 | 0.6 | 4 | -6 | -1.3 | 0.0
Cc1nc2ccc(S(=O)(=O)CCC(=O)NCCc3ccccc3)cc2s1 | . | -1 | -8 | . | -1.3 | -2 | -8 | -2.0 | -0.3

Screening results (PubChem)
